USP2a inhib – qHTS Assay for Inhibitors of Ubiquitin-specific Protease USP2a; Ubiquitin carboxyl-terminal hydrolase 2 (Homo sapiens), O75604; USP2a enzymatic assay, qHTS inhibition; Potency, µM (titrated, usually from 38.3 µM), without a hit: top-dose activity change, negative = inhibition, most hits filed as inhibitors; 60,000 tested, 0.1% active; AID 927, 2007;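 also: potency is read from the fitted curve at half-maximal effect; nearly all actives have a fitted effect of over 60% in size; plate controls were DMSO for no effect and NEM full inhibition control for full effect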
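Inhibition is measured in a cell-free coupled assay with 20 nM USP2 core, 20 nM Ub-PLA2 and 20 uM NBD C6-HPC, 2.5 h incubation. Activity normalized to NEM control.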
BRCT inh red – qHTS Assay for Inhibitors of BRCT-Phosphoprotein Interaction (Red Fluorophore). Breast cancer type 1 susceptibility protein (Homo sapiens), P38398. BRCT-phosphopeptide binding, red fluorescence polarization. Potency, µM (titrated, usually from 76.9 µM), for the others: at the highest dose activity change, negative = inhibition, actives largely listed as inhibitors. 75,000 tested, 0.03% active; also: % is scaled to controls: 0 for no effect and ±100 for the full control effect
Target sequence (P38398 whole entry, looked up): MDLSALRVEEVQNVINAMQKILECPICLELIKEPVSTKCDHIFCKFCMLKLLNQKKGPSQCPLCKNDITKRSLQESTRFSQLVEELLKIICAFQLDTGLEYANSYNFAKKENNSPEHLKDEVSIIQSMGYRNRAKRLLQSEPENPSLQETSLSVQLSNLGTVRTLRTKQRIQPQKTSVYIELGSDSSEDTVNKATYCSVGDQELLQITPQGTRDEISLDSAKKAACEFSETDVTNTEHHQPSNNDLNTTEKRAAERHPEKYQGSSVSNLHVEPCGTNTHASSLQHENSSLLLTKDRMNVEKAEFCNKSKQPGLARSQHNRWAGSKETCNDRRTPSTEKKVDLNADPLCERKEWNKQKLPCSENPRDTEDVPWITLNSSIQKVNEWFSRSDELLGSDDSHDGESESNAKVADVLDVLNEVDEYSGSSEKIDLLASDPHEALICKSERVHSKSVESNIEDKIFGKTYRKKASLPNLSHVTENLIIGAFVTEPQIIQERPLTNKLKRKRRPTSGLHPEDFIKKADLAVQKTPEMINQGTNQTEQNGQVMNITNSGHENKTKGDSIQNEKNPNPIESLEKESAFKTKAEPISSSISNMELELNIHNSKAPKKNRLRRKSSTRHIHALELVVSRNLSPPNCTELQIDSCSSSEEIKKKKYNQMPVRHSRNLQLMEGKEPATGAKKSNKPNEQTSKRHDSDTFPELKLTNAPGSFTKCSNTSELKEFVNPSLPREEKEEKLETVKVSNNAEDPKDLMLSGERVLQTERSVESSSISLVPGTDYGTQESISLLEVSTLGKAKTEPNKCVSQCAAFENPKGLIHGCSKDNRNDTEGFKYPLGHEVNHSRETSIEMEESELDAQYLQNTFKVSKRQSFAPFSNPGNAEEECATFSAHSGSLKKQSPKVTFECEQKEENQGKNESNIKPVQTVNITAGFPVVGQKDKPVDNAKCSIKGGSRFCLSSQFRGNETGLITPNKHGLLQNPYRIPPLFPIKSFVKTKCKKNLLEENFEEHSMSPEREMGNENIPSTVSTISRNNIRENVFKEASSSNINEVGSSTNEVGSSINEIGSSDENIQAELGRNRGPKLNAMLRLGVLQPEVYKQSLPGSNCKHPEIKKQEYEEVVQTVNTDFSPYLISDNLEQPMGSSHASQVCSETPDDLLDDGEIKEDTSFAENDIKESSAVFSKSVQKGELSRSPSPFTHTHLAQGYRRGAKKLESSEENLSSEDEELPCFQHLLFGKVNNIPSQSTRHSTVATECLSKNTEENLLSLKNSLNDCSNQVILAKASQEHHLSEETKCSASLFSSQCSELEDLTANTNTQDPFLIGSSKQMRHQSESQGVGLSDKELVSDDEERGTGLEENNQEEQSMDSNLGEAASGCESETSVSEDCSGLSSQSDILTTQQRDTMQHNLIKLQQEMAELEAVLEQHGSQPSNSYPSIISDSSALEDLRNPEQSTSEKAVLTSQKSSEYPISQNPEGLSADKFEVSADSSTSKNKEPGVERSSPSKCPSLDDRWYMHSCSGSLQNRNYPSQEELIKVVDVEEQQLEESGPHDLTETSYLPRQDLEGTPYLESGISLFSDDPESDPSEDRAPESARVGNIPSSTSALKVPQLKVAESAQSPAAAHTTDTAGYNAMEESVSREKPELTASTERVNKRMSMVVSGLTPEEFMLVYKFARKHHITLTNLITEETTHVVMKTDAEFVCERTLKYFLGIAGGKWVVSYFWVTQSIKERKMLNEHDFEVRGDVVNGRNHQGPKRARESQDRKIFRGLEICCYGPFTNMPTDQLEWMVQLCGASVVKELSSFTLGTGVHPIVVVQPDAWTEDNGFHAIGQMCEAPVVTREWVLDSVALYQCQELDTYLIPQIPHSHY
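Fluorescence polarization: 100 nM His-tagged BRCA1 BRCT with 100 nM TAMRA-labelled phospho-BACH1 decapeptide, phosphate buffer pH 7.3 with 150 mM NaCl, DTT, 0.01% Tween 20; 12 min RT. Binding inhibition seen as FP decrease.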
Casp7 inh – qHTS Assay for Allosteric/Competitive Inhibitors of Caspase-7 | AID 889, 2007 | Potency, µM (top dose mostly 57.5 µM), without a hit: at the top dose activity change, negative = inhibition, usual class: inhibitors | recombinant caspase-7, Ac-DEVD-AFC fluorescence rate | 75,000 tested, 0.02% active; active = well fitted inhibition curve with a large enough effect in the main read-out, with a control signal flat, not every such curve was filed as active; inconclusive = small, poorly fitted or top-dose-only effect, or a change in a side signal; also: potency is read from the fitted curve at half-maximal effect; % of control where 0% means no effect
ERK AVP inh – qHTS Assay for Inhibitors of the ERK Signaling Pathway using a Homogeneous Screening Assay; HEK293-V1b, vasopressin-stimulated pERK AlphaScreen; Potency, µM (series often up to 57.5 µM), for the others: at the top dose activity, negative = inhibition, usual class: inhibitors; 72,000 tested, 0.99% active; also: potency is read from the fitted curve at half-maximal effect; % is scaled to controls: 0 for no effect and ±100 for the full control effect; nearly all actives have a fitted effect of over 55% in size
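Overnight-seeded V1b-HEK293 cells in 1% FBS got compound, then vasopressin (25 nM final, 5 min, 37C), then lysis buffer. AlphaScreen detection of phospho-ERK; activity normalized to basal and full-stimulation controls.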
Tau filament bind – qHTS Assay for Tau Filament Binding; recombinant tau filaments, thioflavin S fluorescence, 15 h; filaments grown with octadecylsulfate alongside compound; Potency, µM (titrated, usually from 57.1 µM), for inactives: top-dose activity change, negative = inhibition; 71,000 tested, 2% active;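 also: potency is read from the fitted curve at half-maximal effect; % is scaled to controls: 0 for no effect and ±100 for the full control effect; actives lower thioflavin S fluorescence by blocking filaments or displacing dye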
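Read-out: ThS fluorescence, 450 nm excitation/510 nm emission; lower signal marks blocked filament formation or displaced dye. Tau at 1 uM with 30 uM ODS, 10 uM ThS, 5 mM DTT, 100 mM NaCl, 10 mM HEPES pH 7.4; 15 h, 37 C.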
HEK293 cAMP cs – qHTS Assay for Agonists of the Thyroid Stimulating Hormone Receptor: Activators of Intracellular cAMP Concentrations in Parental HEK 293; parental HEK293 CNG cAMP sensor, membrane potential fluorescence; Potency, µM (titrated, usually from 57.1 µM), for the others: at the highest dose activation, actives largely listed as activators; 73,000 tested, 2.5% active; AID 938, 2007; also: potency is read from the fitted curve at half-maximal effect; % of control where 0% means no effect; nearly all actives have a fitted effect of over 55% in size
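Counterscreen for endogenous-receptor signalling: CNG-channel HEK 293 cells report cAMP rise by membrane depolarization. After 60 min dye equilibration with 100 uM RO 20-1724, compounds incubated 30 min before bottom-read fluorescence at 590 nm.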
A350 fluor – qHTS Assay for Spectroscopic Profiling in A350 Spectral Region; Compound autofluorescence, 340/450 nm, Alexa 350 dye-equivalents; stronger effect = higher value; max dye-equivalent concentration, M; 59,000 tested, 11% active; AID 590, 2007; in the data active = max dye-equivalent concentration above about 10 nM; inconclusive = mostly about 1.1 nM to 9.6 nM
CRE-bla Fsk – Cell signaling CRE-BLA (Fsk stim); CHO CRE-bla reporter (cAMP response element driving beta-lactamase), forskolin EC10, beta-lactamase ratio; Potency, µM (doses to about 38.2 µM), inactives show at the top dose activity change, negative = inhibition, hits mostly activators; 71,000 tested, 2.5% active; active = well fitted activation curve with a large enough effect in the signal ratio, with a control signal flat, not every such curve was filed as active; inconclusive = small, poorly fitted or top-dose-only effect, or effect the other way, or a change in a side signal; the % refers to the signal ratio; also: potency is read from the fitted curve at half-maximal effect; % of control where 0% means no effect
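Forskolin analogue NKH 477 at EC10 stimulated CRE-driven beta-lactamase in CHO cells alongside compound dilution series. Beta-lactamase was measured with CCF4, excitation 405 nm, emission ratio 460/530 nm.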
Casp1 inh – qHTS Assay for Allosteric/Competitive Inhibitors of Caspase-1 | Potency, µM (highest dose often 57.5 µM), inactives show at the highest dose activity change, negative = inhibition, usual class: inhibitors | P29466 | 75,000 tested, 0.03% active | AID 900, 2007 | Caspase-1 enzyme, Ac-WEHD-AFC fluorogenic rate;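 also: potency is read from the fitted curve at half-maximal effect; plate controls were vehicle for no effect and no substrate for full effect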
BRCT PPI green – qHTS Assay for Inhibitors of BRCT-Phosphoprotein Interaction (Green Fluorophore) | Potency, µM (highest dose often 76.9 µM), for the others: at the highest dose activity change, negative = inhibition, usual class: inhibitors | 75,000 tested, 0.05% active | Breast cancer type 1 susceptibility protein (Homo sapiens), P38398 | BRCA1 BRCT-phosphopeptide binding, green fluorescence polarization;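 also: potency is read from the fitted curve at half-maximal effect; plate controls were peptide without protein for full effect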
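Fluorescence polarization: His-tagged BRCT (~35 kDa BRCA1 C-terminus, 250 nM) bound to 100 nM fluorescein-labeled phosphorylated 10-aa BACH1 peptide, pH 7.3 phosphate buffer with DTT and Tween 20. Compounds incubated 12 min at room temperature; inhibition read as lowered polarization.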
FLuc inh – qHTS Assay for Inhibitors of Firefly Luciferase; Luciferin 4-monooxygenase (Photinus pyralis), P08659; 72,000 tested, 2.2% active; AID 411, 2009; purified firefly luciferase, luminescence, 8 min; Potency, µM (highest dose often 57.1 µM), for the others: at the top dose activity change, negative = inhibition, most hits filed as inhibitors; also: potency is read from the fitted curve at half-maximal effect; % is scaled to controls: 0 for no effect and ±100 for the full control effect; nearly all actives have a fitted effect of over 40% in size
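qHTS concentration-response profiling: light output of P. pyralis luciferase with luciferin and 10 uM ATP, imidazole buffer pH 7.2. Read by luminescence after 8-min room-temperature incubation.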
* hit, by the source's call; i = inactive; u = inconclusive; x = not tested or not shown; [ ] = dose if it differs, or a comment. Unless noted, calls follow the shape of the dose curve; as a rule, active = well fitted curve in the direction sought with a large enough effect; inconclusive = small, poorly fitted or top-dose-only effect, or another doubt; inactive = no such curve, though single readings can be large; an effect the other way counts as inactive or inconclusive.

Values run as follows: USP2a inhib | BRCT inh red | Casp7 inh | ERK AVP inh | Tau filament bind | HEK293 cAMP cs | A350 fluor | CRE-bla Fsk | Casp1 inh | BRCT PPI green | FLuc inh
> CCOC(=O)C(CC)n1cnc2c(nnn2-c2ccc(OC)cc2)c1=O (stereo unspecified)
→ 4% | 0.4% | -1% | 16% | 5% | 7% | i | -4% | -1% | -0.1% | 2%
> CCOC(=O)C1=C(C)OC(N)=C(C#N)C1c1ccc(OC)c(C)c1OC (stereo unspecified)
→ 0% | -0.6% | -2% | -1% | 11% | 16% | x | -4% | -2% | 1.3% | -1%
> COCC(=O)N1CCC2(CC1)CCN(C(=O)Nc1ccc(OC)cc1)CC2
→ 5% | 0.2% | -3% | -9% | 1% | 5% | i | 1% | -3% | -6.4% | 2%[11.4 µM]
> CCOC(=O)Cc1nnc(NC(=O)c2ccco2)s1
→ -5% | 1.0% | -7% | -20% | 4% | 3% | i | 4% | -5% | 0.2% | -2%
> COC(=O)C1(Cc2ccccc2)C=C2C(=C(C)C(=O)C2C)CN1 (stereo unspecified)
→ x | 0.8% | -13% | -5% | 21% | 7% | x | -7% | -6% | -2.2% | x
> CN(C)CCCN1C(=O)CSC1c1ccccc1 (stereo unspecified)
→ x | 1.1% | 0% | 2% | 7% | 2% | x | 0% | -2% | -2.1% | -1%
> N#CCCn1c(=O)c(-c2ccccc2)nc2cnc(N3CCNCC3)nc21
→ 76%[activator] | -1.8% | u | 4% | 21% | 14% | 5.6e-07M* | u | u | -4.6% | 0%[11.4 µM]
> COc1cccc(OC)c1C(=O)N1CCN(Cc2ccc3c(c2)OCO3)CC1
→ 1% | 0.0% | 1% | 18% | 5% | -14% | i | -6% | 1% | -1.0% | -28%
> CCOC(=O)Cn1c(C)nc2c(C(=O)OCC)sc(C)c2c1=O
→ 6% | 0.3% | -1% | -7% | 1% | 3% | x | 19% | 0% | 2.1% | 1%
> COC(=O)[C@@H]1C[C@H]1[C@@H](N)c1ccccc1
→ x | -1.5% | -1% | u | -10% | 20% | x | 2% | 3% | -0.5% | x
> Cc1sc(NC(=O)c2ccccc2)c(C(=O)N2CCN(C)CC2)c1C
→ 4% | 0.6% | 5% | -4% | 4% | 10% | i | 0% | 0% | -2.1% | 1%
> O=C(COC(=O)c1cccs1)NCc1ccc2c(c1)OCO2
→ 25% | 1.5% | 0% | 4% | -24% | 7% | i | -21% | -1% | 0.7% | -3%
> CCCCn1c(=S)[nH]c2c(oc3ccc(Cl)cc32)c1=O
→ -7% | -1.4% | -1% | 8% | -14% | u | i | u | 3% | -2.7% | 1%
> c1ccc2c(c1)CCN(c1nc3ccccc3n3cnnc13)C2
→ x | -1.0% | 20µM* | -15% | 246% | 2% | x | 0.4µM* | -23% | 2.4% | -4%
> CCCCCCc1ccc(-c2ccc(C#N)cc2)cc1
→ x | -0.7% | -2% | 30% | 6% | u | x | 13% | -3% | 0.8% | x
> CSC(=O)NC12CC3CC(CC(C)(C3)C1)C2
→ 3% | -0.3% | -1% | 1% | -3% | 10% | x | 11% | -1% | -3.0% | 3%
> O=C(O)c1cc(-c2ccncc2)nc2ccc(F)cc12
→ -3% | -1.0% | -1% | -3% | -1% | 1% | 1.2e-08M* | 1% | 0% | -1.4% | -1%
> CCOc1ccc(S(=O)(=O)Nc2cccnc2)cc1
→ 1% | -1.8% | -2% | -9% | 12% | 20% | i | 2% | 2% | -0.5% | 1%
> CC1=C(C(N)=O)C(c2ccc(Cl)cc2Cl)n2ncnc2N1 (stereo unspecified)
→ 6% | 0.8% | -1% | -8% | -19% | 6% | i | 11% | 1% | -1.6% | 2%
> Cc1ccsc1C(=O)OCC(=O)c1cc(C)n(CC2CCCO2)c1C (stereo unspecified)
→ 8% | -2.2% | -3% | -5% | -4% | u | i | u | -2% | 0.0% | 1µM*
> O=C(Nc1ccc(O)cc1)C1CCCN1S(=O)(=O)c1ccc(F)cc1 (stereo unspecified)
→ x | 0.0% | -2% | -1% | 2% | -4% | x | -3% | 1% | -3.4% | -3%
> O=C(OCc1cc2ccccc2[nH]c1=O)c1cccnc1
→ 9% | -0.1% | -1% | 8% | -6% | u | i | u | 0% | -0.2% | 1%
> Cc1cccc(NCc2ccccc2O)n1
→ -2% | -1.8% | 0% | -10% | -6% | -7% | i | -3% | 2% | -2.2% | -1%
> Cc1occc1-c1nnc(SCC(=O)NCC2CCCO2)n1C (stereo unspecified)
→ -24% | -0.4% | -2% | -2% | 7% | -1% | i | u | -1% | -2.6% | -3%
> CCN(CC)CCNC(=O)C(C(=O)c1ccccc1)n1ccccc1=O (stereo unspecified)
→ -2% | -4.1% | -1% | -7% | 7% | -139%[inhibitor] | i | 8% | 4% | -2.4% | 3%
> Cc1nccn1CCc1n[nH]c(=S)n1Cc1ccccc1
→ 0% | -0.2% | 2% | -3% | 3% | 9% | i | 0% | 1% | -2.3% | 1%
> CN1C(=O)N(c2cccc3ccccc23)C(n2cncn2)C1(C)C (stereo unspecified)
→ -13% | 2.2% | -1% | -4% | -5% | 6% | i | -1% | 2% | 0.7% | -1%
> COc1ncc2nc(-c3ccc(Cl)cc3)c(=O)n(C)c2n1
→ 28% | -0.4% | -28% | -1% | i | 7% | 3.4e-08M* | u | u | 0.0% | 1%[11.4 µM]
> Cc1ccc2c(c1)nnn2C1CCN(CC(=O)N2CCN(c3ccc(F)cc3)CC2)CC1
→ 22% | -0.1% | -1% | -12% | 0% | 15% | i | -6% | 0% | 0.8% | -3%
> Cc1cc(C)c2cc(C#N)c(SCC(=O)NCc3ccco3)nc2c1
→ 48%[activator] | -2.0% | -2% | 1% | 20µM* | 28% | u | u | -1% | 12% | -2%
> CC12CCC(C(=O)NCc3ccc4c(c3)OCO4)(OC1=O)C2(C)C (stereo unspecified)
→ 1% | -0.6% | 1% | -6% | -7% | -4% | i | -9% | 1% | -0.4% | 2%
> N=C(N)c1ccc(N2CCN(C3CCN(CC(=O)O)CC3)CC2)cc1
→ x | -0.2% | 0% | -18% | x | -11% | x | x | -2% | -1.5% | x
> Cc1cc(NC(=O)c2noc3c2CCc2ccccc2-3)no1
→ x | 1.7% | 1% | 10% | 136% | 22% | x | 3% | -1% | -2.3% | 3%
> CN(CCc1ccccn1)S(=O)(=O)c1ccc2c3c(cccc13)C(=O)N2
→ 6% | -0.2% | u | -8% | -1% | 0% | 7.9e-07M* | u | u | -1.5% | -2%
> CCn1c(/N=C/c2c[nH]c3ccccc23)nc2ccccc21
→ -4% | -2.8% | -2% | -5% | 10% | 11% | i | -7% | -4% | -4.9% | 4µM*

By substructure: the compounds so far with a COOH group.
Values run as follows: USP2a inhib | BRCT inh red | Casp7 inh | ERK AVP inh | Tau filament bind | HEK293 cAMP cs | A350 fluor | CRE-bla Fsk | Casp1 inh | BRCT PPI green | FLuc inh
> O=C(O)c1cc(-c2ccncc2)nc2ccc(F)cc12
→ -3% | -1.0% | -1% | -3% | -1% | 1% | 1.2e-08M* | 1% | 0% | -1.4% | -1%
> N=C(N)c1ccc(N2CCN(C3CCN(CC(=O)O)CC3)CC2)cc1
→ x | -0.2% | 0% | -18% | x | -11% | x | x | -2% | -1.5% | x

Among those listed so far, 3 contain fluorine.
Values run as follows: USP2a inhib | BRCT inh red | Casp7 inh | ERK AVP inh | Tau filament bind | HEK293 cAMP cs | A350 fluor | CRE-bla Fsk | Casp1 inh | BRCT PPI green | FLuc inh
> O=C(O)c1cc(-c2ccncc2)nc2ccc(F)cc12
→ -3% | -1.0% | -1% | -3% | -1% | 1% | 1.2e-08M* | 1% | 0% | -1.4% | -1%
> O=C(Nc1ccc(O)cc1)C1CCCN1S(=O)(=O)c1ccc(F)cc1 (stereo unspecified)
→ x | 0.0% | -2% | -1% | 2% | -4% | x | -3% | 1% | -3.4% | -3%
> Cc1ccc2c(c1)nnn2C1CCN(CC(=O)N2CCN(c3ccc(F)cc3)CC2)CC1
→ 22% | -0.1% | -1% | -12% | 0% | 15% | i | -6% | 0% | 0.8% | -3%
